E-sel TNF inh: TNF alpha driven E-selectin expression inhibition; HUVEC TNFa-induced E-selectin immunofluorescence, high content; inhibition, % at 2 µM; actives 0.71% (n = 120,000); AID 1246;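 active means inhibition above the batch mean plus 3 SD, and confirmed as a hit on visual image review, cut at about 43% in these data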;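 further: 0% = TNF-stimulated DMSO wells and 100% = unstimulated control wells; not every result past the cut was called active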
MRP1 act: activates MRP-1; H69AR cells + doxorubicin, viability rescue, CellTiter-Glo; viability increase, % at 10 µM; actives 0.61% (n = 140,000); AID 799;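 active means viability gain under doxorubicin at or above a set limit, the compound median plus 3 SD, cut at about 4.7% in these data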;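 further: MRP-1 overexpressing cells given doxorubicin 25 µM after compound pretreatment; 18-22 h compound pretreatment then 72 h with doxorubicin before readout; 0% = doxorubicin-only wells and 100% = vehicle-treated cells without doxorubicin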
BB579 growth dn: yeast BB579 growth reduction in restrictive medium; S. cerevisiae BB579 growth, OD615, 48 h; actives 0.51% (n = 140,000); inhibition, % at 10 µM;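 active means inhibition above a set limit, 3 SD over the mean compound inhibition, cut at about 44% in these data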; further: inactives centre near -24
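test system = yeast BB579 (DeaD) | buffer or medium = restrictive CSMM-D medium | doses = single compound dose of 10 µM, 0.25% DMSO final | times = 4 h preincubation and 48 h exposure at 30 °C | technique = culture absorbance at 615 nm | benchmarks = amphotericin B 10 µg/mL, positive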
Yeast life ext: yeast lifespan extension; S. cerevisiae growth with nicotinamide, OD615; deaD strain in restrictive glucose medium; inhibition of the nicotinamide effect, % at 10 µM; actives 0.68% (n = 130,000);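 active means inhibition above a set limit, placed 3 SD over the median of all compounds, cut at about 26% in these data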;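 further: 0% = nicotinamide-treated wells and 100% = cells grown without nicotinamide; some compounds called inactive have numbers as strong as hits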
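Assay system: DeaD-strain S. cerevisiae. Medium: CSMM-D glucose medium, restrictive. Reagent: nicotinamide, 1.5 mM, co-present with compound. Compound: 10 µM single point, 0.25% DMSO. Schedule: culture preincubation 4 h, compound exposure 48 h, both 30 °C. Detection: absorbance at 615 nm.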
HCT116 bCat-KO: beta-catenin-lacking colon tumor cell growth suppression | viability, % at 10 µM | HCT116 beta-catenin knockout viability, CellTiter-Glo, 60 h; stronger effect = lower value | AID 818 | actives 1.5% (n = 140,000);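 active means viability at or under a set limit, the compound median less 4 SD, cut at about 6% in these data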;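 further: 0% = Hyamine 1622 control at 20 µM and 100% = untreated cell control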
Measles CPE: protection of cells from measles virus; actives 1.5% (n = 140,000); AID 841; protection (pct of control), % at 4 µM; Measles virus-infected cells, CPE protection, absorbance; in the data active means protection mostly above about 24%, no sharp cut-off; inactive means mostly below about 26%; further: some compounds called inactive have numbers as strong as hits
PTEN del growth: PTEN-deleted cell growth suppression | viability, % at 10 µM | AID 827 | actives 1.2% (n = 140,000) | HCT116 PTEN-null viability, CellTiter-Glo, 60 h; stronger effect = lower value;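 active means viability at or below a set limit, 4 SD under the median of all tested compounds, cut at about 3.7% in these data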;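 further: PTEN knockout HCT116 line with beta catenin targeted HCT116 as companion control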
GALR2 antag: blocks the human galanin receptor 2 | AID 828 | GALR2-expressing cells, antagonist mode | inhibition, % at 4 µM | actives 0.39% (n = 140,000) | O43603; in the data active means inhibition above about 27%;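 further: cells stimulated with galanin 1-16 at roughly its EC80; 0% = agonist challenge control and 100% = basal control without agonist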
Target sequence (O43603 whole entry, looked up): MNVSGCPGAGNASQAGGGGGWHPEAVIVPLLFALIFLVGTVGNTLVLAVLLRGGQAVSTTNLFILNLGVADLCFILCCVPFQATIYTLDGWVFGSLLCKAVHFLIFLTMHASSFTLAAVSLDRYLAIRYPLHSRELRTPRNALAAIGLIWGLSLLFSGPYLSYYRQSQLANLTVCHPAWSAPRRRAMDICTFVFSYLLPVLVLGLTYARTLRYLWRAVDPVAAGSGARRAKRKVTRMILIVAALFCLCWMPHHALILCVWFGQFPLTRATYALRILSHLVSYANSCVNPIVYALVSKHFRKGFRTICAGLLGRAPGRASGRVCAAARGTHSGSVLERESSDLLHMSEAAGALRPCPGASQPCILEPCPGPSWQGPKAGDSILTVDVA
NPY Y2 blocker: antagonists of human neuropeptide Y receptor Y2; P49146; NPY-Y2 expressing cells, antagonist mode; inhibition, % at 2.7 µM; actives 0.99% (n = 140,000); in the data active means inhibition above about 17%;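 further: 0% = vehicle with agonist challenge and 100% = reference antagonist with challenge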
Target sequence (P49146 whole entry, looked up): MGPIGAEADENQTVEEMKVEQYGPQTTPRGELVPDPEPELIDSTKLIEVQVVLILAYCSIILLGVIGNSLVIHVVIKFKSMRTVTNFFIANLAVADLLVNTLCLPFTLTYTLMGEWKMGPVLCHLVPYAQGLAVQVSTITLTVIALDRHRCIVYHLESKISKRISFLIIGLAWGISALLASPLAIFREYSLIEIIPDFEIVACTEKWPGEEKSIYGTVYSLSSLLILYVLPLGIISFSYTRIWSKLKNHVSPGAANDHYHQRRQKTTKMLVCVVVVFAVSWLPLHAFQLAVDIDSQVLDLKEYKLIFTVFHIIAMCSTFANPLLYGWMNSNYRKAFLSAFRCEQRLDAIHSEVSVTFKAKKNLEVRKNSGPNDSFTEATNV
Phagocytosis inh: inhibitors of macrophage phagocytosis. J774A.1 macrophage IgG-bead phagocytosis, imaging. inhibition, % at 5 µM. actives 0.07% (n = 110,000);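 active means inhibition above the mean of the plate negative controls plus 5 SD, cut at about 13% in these data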;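 further: phagocytic index as fraction of beads internalized from green versus red external bead signal; plate controls were DMSO negative control for no effect and cytochalasin-D positive control for full effect; some results beyond the cut were filed as inactive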
* = called active by the depositor; · = not tested or not shown.

SMILES	E-sel TNF inh	MRP1 act	BB579 growth dn	Yeast life ext	HCT116 bCat-KO	Measles CPE	PTEN del growth	GALR2 antag	NPY Y2 blocker	Phagocytosis inh
CC(=O)Nc1sc2c(c1C(c1ccccc1)N1CCOCC1)CCCC2 (stereo not given)	0	-1.3	-18	-2	86	34	83	-8	-3	·
CCOC(=O)c1cnc(N2CCOCC2)[nH]c1=O	·	0.9	34	4	88	27	110	8	0	-1
O=C1CC(Nc2ccccc2)C(=O)N1Cc1ccccc1 (stereo not given)	-36	-0.5	-61	-6	99	9	114	-20	1	·
COc1ccc(NC(=O)CNS(=O)(=O)c2ccc(Cl)cc2)cc1OC	-1	-3.1	-15	2	92	8	91	-2	0	-3
O=C(CSCc1ccccc1)N1CCN(Cc2ccc3c(c2)OCO3)CC1	7	-0.3	-31	·	81	6	98	-1	3	·
CC(=O)Nc1ccc(S(=O)(=O)N(C)CCOCc2ccccc2)cc1	-2	-0.1	-17	-10	81	42	79	-8	0	4
Cc1cc(C)c(NC(=O)CS(=O)CC(=O)NC2CCCc3ccccc32)c(C)c1 (stereo not given)	-26	0.5	-35	-16	97	8	93	-14	3	0
COCc1cc(C)nc(Nc2cc(C)ccc2C)c1C#N	·	-0.9	-21	-10	94	13	·	-1	0	0
COc1ccc(Cn2nnnc2C(C(C)C)N2CCN(c3ccccc3OC)CC2)cc1 (stereo not given)	-4	-0.7	-54	-11	62	6	42	2	-1	-2
C#C[C@]1(O)CC[C@H]2[C@@H]3CCc4cc(OC)ccc4[C@H]3CC[C@@]21C	·	0.7	-24	1	78	6	85	-1	2	·
Cc1cc(N)c(-n2cc3c(=O)n(C)c(=O)n(C)c3c2)cc1C	·	-2.5	42	-23	70	2	73	6	8	-1
Cc1ccc2nc(SCC(=O)N3CCOCC3)[nH]c2c1	1	0.4	0	-9	101	40	100	-5	-1	-2

A few values from above.
NPY Y2 blocker result of COc1ccc(NC(=O)CNS(=O)(=O)c2ccc(Cl)cc2)cc1OC → 0
HCT116 bCat-KO result of O=C1CC(Nc2ccccc2)C(=O)N1Cc1ccccc1 (stereo not given) → 99

(cont.)
SMILES	E-sel TNF inh	MRP1 act	BB579 growth dn	Yeast life ext	HCT116 bCat-KO	Measles CPE	PTEN del growth	GALR2 antag	NPY Y2 blocker	Phagocytosis inh
O=C(CCSc1nnc(-c2ccncc2)o1)Nc1ccccc1	-15	-2.4	-28	-6	96	5	89	0	1	0
CCOC(=O)N1CCN(C(=S)NC(=O)c2ccnn2C)CC1	·	-0.5	-4	1	96	28	94	1	2	4
COc1ccc(C(=O)/C=C/N(C)C)cc1	12	-0.9	-25	-2	83	16	94	2	1	1
Cc1ccc(S(=O)(=O)c2c(C)nn(C(C)(C)C)c2OC(=O)c2ccco2)cc1	40	-0.3	-14	19	93	4	121	2	4	0
CC1(C)OC(c2ccccc2)=C/C(=C/C=Nc2ccccc2)O1	30	-1.0	-29	·	94	12	80	6	-1	·
COc1cc(C(c2sc3nc(C)nn3c2O)N2CCc3ccccc3C2)cc(OC)c1OC (stereo not given)	-5	-2.2	-27	-5	94	5	95	15	2	-2
O=C(c1c(F)c(F)c(F)c(F)c1F)N(Cc1ccccc1)Cc1ccccc1	5	-3.3	-14	-2	80	10	80	3	6	-1
Cc1ccccc1C(=O)NCc1nnc(SCC(=O)N2CCN(c3ccccc3)CC2)n1C	-11	-1.7	8	-22	91	18	97	9	0	-1
Brc1c(CSc2nncn2-c2ccccc2)nc2ncccn12	6	-2.0	-27	-11	99	29	95	1	-2	-1
C/C(CCN1CCc2nc(-c3ccccc3)c(-c3ccccc3)cc2C1)=N\O[C@H](C)c1cn([C@H](CO)Cc2ccccc2)nn1	-30	-2.3	-52	2	84	4	78	-1	6	·
CCN(CC)CCOC(=O)c1cccc(Cl)c1	-26	-1.6	3	-1	91	9	93	-6	3	-1
O=C(COC(=O)c1ccc(Br)c(S(=O)(=O)N2CCOCC2)c1)NCC1CCCO1 (stereo not given)	-60	0.1	-14	-4	104	2	107	-2	1	0

Nothing new here: entries from further up.
SMILES	E-sel TNF inh	MRP1 act	BB579 growth dn	Yeast life ext	HCT116 bCat-KO	Measles CPE	PTEN del growth	GALR2 antag	NPY Y2 blocker	Phagocytosis inh
C#C[C@]1(O)CC[C@H]2[C@@H]3CCc4cc(OC)ccc4[C@H]3CC[C@@]21C	·	0.7	-24	1	78	6	85	-1	2	·
Cc1cc(N)c(-n2cc3c(=O)n(C)c(=O)n(C)c3c2)cc1C	·	-2.5	42	-23	70	2	73	6	8	-1
Cc1ccc2nc(SCC(=O)N3CCOCC3)[nH]c2c1	1	0.4	0	-9	101	40	100	-5	-1	-2
O=C(CCSc1nnc(-c2ccncc2)o1)Nc1ccccc1	-15	-2.4	-28	-6	96	5	89	0	1	0
CCOC(=O)N1CCN(C(=S)NC(=O)c2ccnn2C)CC1	·	-0.5	-4	1	96	28	94	1	2	4
COc1ccc(C(=O)/C=C/N(C)C)cc1	12	-0.9	-25	-2	83	16	94	2	1	1
Cc1ccc(S(=O)(=O)c2c(C)nn(C(C)(C)C)c2OC(=O)c2ccco2)cc1	40	-0.3	-14	19	93	4	121	2	4	0
CC1(C)OC(c2ccccc2)=C/C(=C/C=Nc2ccccc2)O1	30	-1.0	-29	·	94	12	80	6	-1	·
COc1cc(C(c2sc3nc(C)nn3c2O)N2CCc3ccccc3C2)cc(OC)c1OC (stereo not given)	-5	-2.2	-27	-5	94	5	95	15	2	-2
O=C(c1c(F)c(F)c(F)c(F)c1F)N(Cc1ccccc1)Cc1ccccc1	5	-3.3	-14	-2	80	10	80	3	6	-1
Cc1ccccc1C(=O)NCc1nnc(SCC(=O)N2CCN(c3ccccc3)CC2)n1C	-11	-1.7	8	-22	91	18	97	9	0	-1
Brc1c(CSc2nncn2-c2ccccc2)nc2ncccn12	6	-2.0	-27	-11	99	29	95	1	-2	-1

Remaining list, next part
SMILES	E-sel TNF inh	MRP1 act	BB579 growth dn	Yeast life ext	HCT116 bCat-KO	Measles CPE	PTEN del growth	GALR2 antag	NPY Y2 blocker	Phagocytosis inh
Fc1c(F)c(C(F)(F)F)c(F)c(F)c1N/N=C\c1cccs1	-2	-1.8	-46	-18	29	10	19	1	-1	-1
COc1ccccc1N1CC(C(=O)Nc2nnc(SCc3ccccn3)s2)CC1=O (stereo not given)	7	-1.1	-14	30*	96	12	90	5	2	-10
COCCNC(=O)c1cccc(Nc2nc(-c3ccccc3)c3cc(Cl)ccc3n2)c1	·	0.1	-20	-2	53	17	51	4	0	-13
CCN(CC)S(=O)(=O)c1ccc(N/N=C(\C)c2ccc3c(c2)OCO3)c([N+](=O)[O-])c1	-21	-3.5	-1	1	85	14	87	0	0	-3
CCc1cc(/C(Cc2cscn2)=N\O)c(O)cc1O	·	-2.1	-50	6	80	4	82	4	1	0
COc1ccc(-c2nsc(SCC(=O)Nc3cc(C)on3)n2)cc1	-21	-5.1	-26	-4	80	9	53	6	1	-5
C[C@H](CO)NC(=O)[C@H](C)[C@@H]1C[C@@]1(C)[C@@H](NC(=O)OCc1ccccc1)c1ccccc1	-18	-1.3	-37	0	89	10	88	-8	-2	·
COc1ccc2ccccc2c1CN1CCCC(CO)C1 (stereo not given)	-20	-4.1	4	-18	83	6	94	16	4	0
NC(=O)C1CCN(C2=C(Cl)C(=O)c3ccccc3C2=O)CC1	14	-6.6	2	25	5.7*	4	20	34*	11	·
COc1ccc(-c2cc(=O)oc3cc(OC(=O)C4CCCCC4)ccc23)cc1	·	-3.2	-13	4	93	6	98	-3	3	-4
COc1cccc(-c2ccc(=O)n(CC(=O)NCCN3CCOCC3)n2)c1	·	-1.1	-34	-6	88	13	89	2	0	·
CCOC(=O)C1CCN(CC(=O)Nc2c(C(=O)OC)[nH]c3ccc(Cl)cc23)CC1	12	-5.8	-31	-18	43	26	36	19	-1	-2
Cc1ccc(C)c2c1cc(C)c1nnc(SCC(=O)NCc3ccc4c(c3)OCO4)n12	26	-2.7	-3	1	93	2	91	-3	3	-5
CCOC(=O)c1ccc(NC(=S)N2CCN(Cc3ccccc3)CC2)cc1	·	0.0	-21	1	95	17	91	-10	2	-5
Cc1cc(C(=O)CSc2nc(N)cc(=O)[nH]2)c(C)n1CCc1ccc(F)cc1	7	-2.4	-11	4	49	14	71	10	5	-4
Cc1nnc(NC2=NCCC2)o1	·	-0.6	-18	-3	94	10	99	-9	-1	1
Cc1cccc2cc(COC(=O)c3cccs3)c(=O)[nH]c12	·	0.6	-43	-1	91	5	101	-3	3	·
CCCc1nnc(SCC(=O)Nc2ccc(OCC)cc2)n1N	12	-2.0	5	-4	97	3	107	11	1	0
COc1ncnc2c1cnn2-c1ccccc1	-18	0.1	-19	-19	91	1	88	-4	6	-1
Cc1cc(C(c2ccc(C)o2)c2ccc(C)o2)c(O)c([N+](=O)[O-])c1	-16	-1.4	-48	5	76	5	89	-6	2	1
CCOC(=O)N1CCC(NC(=O)C2CCN(C(=O)N3CC(C)Oc4ccccc43)CC2)CC1 (stereo not given)	2	0.8	-14	-12	108	6	111	-8	3	-1
O=C(Nc1nnc(-c2ccccc2Cl)o1)c1cc2cc([N+](=O)[O-])ccc2s1	15	-2.3	-26	-3	99	9	98	2	2	-4
Cc1cccc2c1CC(C)(C)NC2=C(C#N)C#N	·	0.7	-24	0	90	16	93	2	2	-3
COc1ccccc1N=C(C)C1=C(O)CSC1=O	-13	-0.1	-38	-12	109	12	105	7	0	0

2 records picked at random from those above, as already listed:
SMILES	E-sel TNF inh	MRP1 act	BB579 growth dn	Yeast life ext	HCT116 bCat-KO	Measles CPE	PTEN del growth	GALR2 antag	NPY Y2 blocker	Phagocytosis inh
C#C[C@]1(O)CC[C@H]2[C@@H]3CCc4cc(OC)ccc4[C@H]3CC[C@@]21C	·	0.7	-24	1	78	6	85	-1	2	·
COCc1cc(C)nc(Nc2cc(C)ccc2C)c1C#N	·	-0.9	-21	-10	94	13	·	-1	0	0

High-throughput results: PubChem BioAssay, several laboratories
